MCL1 BIM primary: MCL1-BIM-BH3 interaction inhibition (human) | Q07820 | hit rate 0.68% among 320,000 | GST-MCL1 / FITC-Bim-BH3 fluorescence polarization | inhibition, % at 10.9 µM;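 active = inhibition above the mean inhibition of all tested compounds plus 3 SD, set per campaign, cut at about 40% in these data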;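 note: 0% = DMSO wells and 100% = unlabeled Bim-BH3 peptide control; higher means more loss of mP so more displacement of Bim peptide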
Target sequence (Q07820 whole entry, looked up): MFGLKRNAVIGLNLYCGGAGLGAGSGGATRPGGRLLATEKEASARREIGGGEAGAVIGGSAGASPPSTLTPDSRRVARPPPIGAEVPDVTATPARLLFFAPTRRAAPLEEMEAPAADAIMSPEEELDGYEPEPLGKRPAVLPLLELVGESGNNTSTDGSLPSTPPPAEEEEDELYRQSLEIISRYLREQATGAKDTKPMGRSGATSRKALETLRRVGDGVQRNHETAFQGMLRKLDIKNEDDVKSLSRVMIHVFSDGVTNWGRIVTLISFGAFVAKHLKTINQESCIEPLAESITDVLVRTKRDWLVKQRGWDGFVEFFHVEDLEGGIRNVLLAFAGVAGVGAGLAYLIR
ZTA DNA inh: blocks Epstein-Barr virus ZTA, an EBNA-1 counter-screen | ZTA-DNA binding, fluorescence polarization | inhibition, % at 11 µM | hit rate 0.15% among 320,000 | P03206; in the data active = inhibition above about 33%
Target sequence (P03206 whole entry, looked up): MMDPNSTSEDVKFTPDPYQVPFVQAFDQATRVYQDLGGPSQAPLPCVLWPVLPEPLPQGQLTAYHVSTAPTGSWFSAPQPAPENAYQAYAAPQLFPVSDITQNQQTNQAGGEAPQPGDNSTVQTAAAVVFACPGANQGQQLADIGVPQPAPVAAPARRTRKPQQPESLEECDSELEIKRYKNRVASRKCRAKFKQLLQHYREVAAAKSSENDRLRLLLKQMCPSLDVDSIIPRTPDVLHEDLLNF
MEX-5 binding: C. elegans MEX-5 TCR-2 RNA binding activity. AID 1832. hit rate 0.38% among 300,000. activity score (negative = inhibition of binding), % at 10 µM. MEX-5/FITC-TCR2 RNA binding, fluorescence polarization; hits give low values. Q9XUB2;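 active = inhibition past about -25% in most replicates, and total fluorescence under double the plate's negative control median, limit read from the data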;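 note: 0% = DMSO and -100% = 5 µM competing unlabeled TCR2 RNA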
Efflux pump mplx: blocks antifungal efflux pumps in multiplex yeast assay; S. cerevisiae Candida pump triplex, Nile Red efflux; inhibition, % at 10 µM; hit rate 0.44% among 330,000; AID 485275;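 active = plate passing quality check with inhibition over a set limit, or well fluorescence over plate mean plus 4 SD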;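 note: Nile Red retained in pooled yeast measured as flow cytometry median fluorescence; 0% = buffer negative control and 100% = Enniatin B positive control; higher means more Nile Red kept so more efflux inhibition; some compounds called inactive have numbers as strong as hits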
Fam108B counter: blocks mouse Fam108B hydrolase in RBBP9 counter-screen; AID 1947; inhibition, % at 9.51 µM; recombinant Fam108B, FP-Rh probe fluorescence polarization; hit rate 0.33% among 300,000;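 active = inhibition above the screen mean inhibition plus 3 SD, computed separately per campaign, cut at about 18% in these data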;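 note: inhibitors lower polarization as less probe binds the enzyme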
EBNA-1 inhibitor: blocks EBNA-1 binding to DNA. AID 1950. EBNA-1 DNA binding, fluorescence polarization. hit rate 0.34% among 300,000. inhibition, % at 14.8 µM; in the data active = inhibition above about 28%
BCLXL inh: inhibitors of human Bcl-xL. inhibition, % at 10.9 µM. hit rate 0.7% among 320,000. GST-Bcl-xL / FITC-Bim BH3 peptide fluorescence polarization. AID 2129;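 active = inhibition above the mean of all tested compounds plus 3 SD, cutoff set per campaign, cut at about 30% in these data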;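 note: 0% = DMSO wells and 100% = unlabeled Bim-BH3 peptide competitor; inhibitors lower millipolarization by displacing the labeled peptide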
Target sequence (Q07817 whole entry, looked up): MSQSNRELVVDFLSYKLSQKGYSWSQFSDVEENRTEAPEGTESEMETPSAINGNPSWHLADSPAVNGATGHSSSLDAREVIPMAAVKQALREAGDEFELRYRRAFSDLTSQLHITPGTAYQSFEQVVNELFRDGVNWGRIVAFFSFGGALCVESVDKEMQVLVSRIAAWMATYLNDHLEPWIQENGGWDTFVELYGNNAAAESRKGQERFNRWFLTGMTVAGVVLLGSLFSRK
Yeast superoxide: yeast age-related superoxide inhibition as caloric restriction mimetic; hit rate 0.18% among 330,000; AID 2690; S. cerevisiae aged cells, superoxide DHE fluorescence; hits give low values; superoxide response (% of plate mean), % at 10 µM;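 active = superoxide response under a set limit, about three screen SD below normal, cut at about 65% in these data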;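 note: yeast aged for seven days with compound at 30 °C before DHE staining; 100% = average MFI of all compound-treated wells on the plate with controls excluded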
GLD-1 RNA inh: GLD-1-TGE RNA interaction inhibition (C. elegans); Q17339; purified GLD-1 + fluorescein TGE RNA, fluorescence polarization; hit rate 0.44% among 320,000; inhibition, % at 5.96 µM;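 active = percent inhibition above a per-plate cutoff, the plate mean of test compounds plus 3 SD, cut at about 30% in these data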;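 note: 0% = DMSO wells with GLD-1 and probe and 100% = wells lacking GLD-1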
* = called active by the depositor; i = inactive; . = not tested or not shown; + = active, no number.

molecule	Efflux pump mplx	MCL1 BIM primary	EBNA-1 inhibitor	Fam108B counter	ZTA DNA inh	GLD-1 RNA inh	Yeast superoxide	MEX-5 binding	BCLXL inh
O=C(CSCc1ccc(Br)cc1)N1CCOCC1	0.0	7	4	-1	-19	6	i	-2.9	10
COc1ccccc1NC(=O)c1ccccc1S(=O)(=O)c1ccccc1[N+](=O)[O-]	0.2	9	-5	-2	28	2	124	-3.0	5
COc1ccc2cc(C(=O)C3CCCN(C(=O)Cc4c(C)noc4C)C3)ccc2c1 (stereo not given)	0.0	-3	14	-5	17	6	110	-1.8	-2
COC(=O)Cc1c(C)c2ccc(OCC(=O)NC3CCS(=O)(=O)C3)cc2oc1=O (stereo not given)	-0.1	-6	-3	2	4	-3	80	-1.1	1
CCc1ccc(N2CN(Cc3cccnc3)CNC2=S)cc1	0.0	2	8	3	9	9	103	-1.4	3
Cc1cccc(NC(=O)C(Cc2ccccc2)c2nn[nH]n2)c1C (stereo not given)	-0.2	-1	-6	0	-24	0	95	-0.4	1
COCCCN1C(=O)C(=O)/C(=C(/O)c2ccccc2)C1c1ccc(N(C)C)cc1 (stereo not given)	0.1	3	-1	-1	-8	0	104	-0.7	2
CN(C(=O)COC(=O)c1ccc2ccccc2n1)C1CCS(=O)(=O)C1 (stereo not given)	0.1	-2	+	-3	+	-9	108	-0.4	-3
COc1ccc(CN(C)CC2CCCN(CCc3ccc(F)cc3)C2)c(OC)c1OC (stereo not given)	0.1	17	-4	-3	-12	4	88	2.9	0
Cn1c(=O)c2c(nc(Oc3ccc(-c4ccccc4)cc3)n2C)n(C)c1=O	-0.1	4	-1	-3	-6	2	99	0.3	4

The results go on:
molecule	Efflux pump mplx	MCL1 BIM primary	EBNA-1 inhibitor	Fam108B counter	ZTA DNA inh	GLD-1 RNA inh	Yeast superoxide	MEX-5 binding	BCLXL inh
O=C(Nc1cccn2ncnc12)c1ccccc1	-0.1	4	-22	0	-3	1	90	0.0	2
CCOC(=O)c1cnc2c(C)cccc2c1NCCCN1CCOCC1	-0.1	14	-9	0	-11	4	104	1.1	2
O=C(Nc1cccc(F)c1)C1CCCN(C(=O)c2ccc(Cl)cc2)C1 (stereo not given)	-0.1	-4	.	.	2	1	97	.	-3
COc1ccc(C(=O)N2CCOC2CNC(=O)C(=O)NCc2ccc(Cl)cc2)cc1 (stereo not given)	-0.2	6	-3	2	1	7	87	-2.1	2
CC1CCCCC1NC(=O)/C=C/c1nc2ccccc2s1 (stereo not given)	-0.1	-3	-8	-4	0	7	90	-1.8	3
Cc1ccc2[nH]c(C(=O)N3CCN(C(c4ccccc4)c4ccccc4)CC3)cc2c1	0.7	3	-8	-2	6	-8	95	0.5	7
CC(NC(=O)c1ccco1)C(=O)Nc1nc(-c2ccccn2)cs1 (stereo not given)	-0.1	-7	-9	-3	7	1	99	-0.8	-6
N#CCCn1c(SCC(=O)NCc2ccco2)nc2ccccc21	-0.2	-5	7	-5	8	0	102	-1.6	-3
CCOC(=O)c1[nH]c(=O)[nH]c1CN(Cc1ccco1)Cc1[nH]c(=O)[nH]c1C(=O)OCC	0.4	3	-10	2	-6	0	101	-1.6	6
Cc1c(C)[n+](=O)c(-c2ccc(Br)cc2)c(C)n1[O-]	-0.1	5	-14	-3	-10	4	95	-1.9	4

Remaining list, next part
molecule	Efflux pump mplx	MCL1 BIM primary	EBNA-1 inhibitor	Fam108B counter	ZTA DNA inh	GLD-1 RNA inh	Yeast superoxide	MEX-5 binding	BCLXL inh
Cc1nn(C(=O)c2cccnc2)c(C)c1Sc1ccc(Br)cc1	0.1	7	-11	0	-17	4	108	-2.0	0
CC(C)(C)c1cc(CN2CCCCC2)cc(C(C)(C)C)c1O	-0.1	9	-8	1	-20	10	101	0.9	6
COCC(C)N1CCC(Oc2cccc(C(=O)NCCc3ccccc3)c2)CC1 (stereo not given)	0.4	14	3	-3	-9	4	87	-20	8
O=S(=O)(NCCc1csc(-c2ccc(C(F)(F)F)cc2)n1)c1ccc2c(c1)OCCO2	0.0	0	6	-6	10	9	122	-0.6	1
C/C(=N/NC(=O)c1cc(-c2cccc([N+](=O)[O-])c2)n[nH]1)c1ccc(Cl)cc1	0.2	0	5	-16	16	-1	100	-0.9	-1
COc1ccc(CN2CCCCC2C)c(C)c1C (stereo not given)	-0.1	6	4	1	-6	-7	107	-1.4	4
O=C(COC(=O)c1cccc(NC(=O)c2ccco2)c1)c1ccc(Br)cc1	-0.1	5	9	-28	8	-1	97	-0.3	6
CC1CN(C(=O)c2ccc(Br)c(S(=O)(=O)N3CCOCC3)c2)CC(C)O1 (stereo not given)	-0.1	-1	.	.	-7	2	105	.	2
O=C(NCc1ccco1)c1csc2c1CCCC2	0.0	5	-6	0	7	-2	103	0.8	5
NC(N)=N/N=C/c1cc([N+](=O)[O-])ccc1O	-0.1	8	-2	-2	3	2	94	-1.7	2

(cont.)
molecule	Efflux pump mplx	MCL1 BIM primary	EBNA-1 inhibitor	Fam108B counter	ZTA DNA inh	GLD-1 RNA inh	Yeast superoxide	MEX-5 binding	BCLXL inh
Cn1cnnc1SCC(=O)c1c[nH]c2ccccc12	0.1	-9	-11	-6	4	-3	119	1.3	-6
Cc1ccc2nc(SCc3nc4cc(Cl)ccc4c(=O)[nH]3)[nH]c2c1	-0.1	-43	18	-3	8	-2	95	.	-2
COc1ccc(-c2nn3c(-c4ccc(F)cc4)nnc3s2)cc1	0.0	5	1	-3	1	0	102	-0.3	-7
COc1ccccc1CN1CC(C(=O)NCc2cnn(C)c2)CCC1=O (stereo not given)	-0.5	0	18	2	-1	-5	109	2.1	2
CCOC(=O)c1cc2c(=O)n3cccc(C)c3nc2n(CC2CCCO2)c1=NC(C)=O (stereo not given)	0.1	7	-1	1	-4	6	103	-2.9	9
Cc1ccc(S(=O)(=O)CC(C)N2CCN(C3CCCCC3)CC2)cc1 (stereo not given)	0.2	-2	6	1	-6	5	101	2.3	1
Cc1ccc(C2=NN(CCC(=O)NCCC(C)C)C(=O)CC2)cc1	-2.2	0	0	-2	9	-1	99	-0.6	7
COc1cccc(N/C(C)=C/C(=O)c2ccc(Br)cc2)c1	0.1	-1	-11	1	4	-4	94	0.3	0
CCC(C)(C)NC(=O)C(c1cccc(OC)c1OC)N(Cc1ccc(OC)cc1)C(=O)CCC(=O)Nc1cc(C)on1 (stereo not given)	0.0	2	-7	2	-15	11	108	-0.3	2
CCCCc1ccc(NC(=O)CSc2nc(=O)n(CCN(CC)CC)c3c2CCC3)cc1	-0.2	3	11	1	8	3	98	-2.9	4

New compounds follow.
molecule	Efflux pump mplx	MCL1 BIM primary	EBNA-1 inhibitor	Fam108B counter	ZTA DNA inh	GLD-1 RNA inh	Yeast superoxide	MEX-5 binding	BCLXL inh
O=[N+]([O-])c1ccc(OCc2cn([C@@H](CO)c3ccccc3)nn2)c(Br)c1	-0.1	-5	11	-4	3	9	95	2.0	4
CC(=O)c1sc(Nc2nc3ccc(F)cc3s2)nc1C	0.2	7	2	4	16	-3	89	0.8	1
CN(C)C=NC(=O)c1cc(C(=O)c2ccc(C(C)(C)C)cc2)c[nH]1	-0.1	0	5	1	13	10	93	0.3	1
COC1c2ccccc2C(=O)N1Cc1ccc(F)cc1 (stereo not given)	0.0	4	5	2	-1	0	90	0.8	6
COc1ccc(S(=O)(=O)N2CCOCC2)cc1NC(=O)CO/N=C/c1ccccc1OC(F)F	-0.5	12	10	3	10	1	92	-0.1	3
O=C(N/N=C/c1ccccc1)c1ccc(NC(=O)c2ccc(F)cc2)cc1	0.3	6	-5	-10	-21	2	107	-1.0	3
CCCCCn1c(SCCc2ccccc2)nc2c1c(=O)[nH]c(=O)n2C	-0.1	-4	1	-2	-1	5	94	2.0	6
CCOc1cc(C2NC(=O)NC(c3ccccc3)=C2C(C)=O)ccc1OCC(N)=O (stereo not given)	0.0	4	5	4	9	9	103	-1.4	2
CC(C)OC(=O)CSc1nnc(-c2ccc(Cl)cc2Cl)o1	0.0	4	1	-7	-9	5	107	0.0	6
Cc1ccc(-c2csc3nc4c5ccccc5c(NCCCN(C)C)nn4c(=O)c23)cc1	0.3	4	-5	0	0	-7	114	7.4	13
Cc1ccc(S(=O)(=O)N[C@H](C(=O)N2CCC(C(=O)N[C@H](C(=O)O)c3ccccc3)CC2)C(C)C)cc1	-0.2	1	1	3	0	-1	74	-1.4	4
C=C(C)C(=O)Nc1ccc2c(c1)OCCOCCOCCO2	0.0	-3	4	2	16	6	85	-1.4	1

Gathered by group: those above containing bromine
molecule	Efflux pump mplx	MCL1 BIM primary	EBNA-1 inhibitor	Fam108B counter	ZTA DNA inh	GLD-1 RNA inh	Yeast superoxide	MEX-5 binding	BCLXL inh
O=C(CSCc1ccc(Br)cc1)N1CCOCC1	0.0	7	4	-1	-19	6	i	-2.9	10
Cc1c(C)[n+](=O)c(-c2ccc(Br)cc2)c(C)n1[O-]	-0.1	5	-14	-3	-10	4	95	-1.9	4
Cc1nn(C(=O)c2cccnc2)c(C)c1Sc1ccc(Br)cc1	0.1	7	-11	0	-17	4	108	-2.0	0
O=C(COC(=O)c1cccc(NC(=O)c2ccco2)c1)c1ccc(Br)cc1	-0.1	5	9	-28	8	-1	97	-0.3	6
CC1CN(C(=O)c2ccc(Br)c(S(=O)(=O)N3CCOCC3)c2)CC(C)O1 (stereo not given)	-0.1	-1	.	.	-7	2	105	.	2
COc1cccc(N/C(C)=C/C(=O)c2ccc(Br)cc2)c1	0.1	-1	-11	1	4	-4	94	0.3	0
O=[N+]([O-])c1ccc(OCc2cn([C@@H](CO)c3ccccc3)nn2)c(Br)c1	-0.1	-5	11	-4	3	9	95	2.0	4
